CYP2C19 inhib – human CYP2C19 inhibition; P33261; AID 778; inhibition, % at 5 µM; 21% of 96,000 active; CYP2C19 Supersomes, luciferin-H EGE luminescence, 30 min;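 active means CYP2C19 inhibition above a set limit at 5 µM in the primary screen, cut at about 50% in these data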;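 further: plate controls were negative control wells for no effect and 2.5 mM tranylcypromine positive control for full effect; values of inactives mirror those of a sister screen read the other way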
H69AR growth 86K – growth inhibitors of human H69AR lung tumor cells. viability, % at 10 µM. H69AR lung tumor viability, ATP luminescence, 72 h; hits give low values. 6% of 85,000 active;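 active means viability at or below 40%; inactive means viability above 40%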;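 further: multidrug resistant small cell line overexpressing MRP-1 efflux transporter; 100% = mean luminescence of untreated control wells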
CYP2C19 activ – cytochrome P450 2C19 (human) activation. activation factor at 5 µM. AID 1025. 96,000 tested, under 10 active. recombinant CYP2C19, luciferin-H EGE luminescence; hits give high values; 0 = fully inhibited enzyme, 1 = untreated enzyme. P33261;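 active means activation factor of at least 2 at 5 µM in the primary screen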;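 further: 0 = wells with 2.5 mM tranylcypromine and 1 = vehicle-only wells; values of inactives mirror those of a sister screen read the other way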
Mac1 fbg enh – enhancers of human CD11b/CD18 binding to fibrinogen | P05107+P11215 | K562 CD11b/CD18 adhesion to fibrinogen, ATPlite luminescence | activation, % at 10 µM | 0.07% of 93,000 active | AID 1499;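 active means 10 µM primary screen giving 50% or more activity, confirmed by 40% or more on retest at that dose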; further: strong numbers were not always called active
ERa coact pot – enhances coactivator binding to human estrogen receptor alpha. P03372. TR-FRET ERalpha-LBD/SRC-Cy5 coactivator binding, 2 h; 100 = basal binding, no effect. coactivator binding (% of control), % at 25.6 µM. 1.3% of 86,000 active; in the data active means activity above about 200%;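 further: binding measured in presence of low estradiol as agonist stimulus; 0% = peptide alone without receptor and 100% = receptor with peptide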
Target sequence (P03372 whole entry, looked up, the tested form may be a part): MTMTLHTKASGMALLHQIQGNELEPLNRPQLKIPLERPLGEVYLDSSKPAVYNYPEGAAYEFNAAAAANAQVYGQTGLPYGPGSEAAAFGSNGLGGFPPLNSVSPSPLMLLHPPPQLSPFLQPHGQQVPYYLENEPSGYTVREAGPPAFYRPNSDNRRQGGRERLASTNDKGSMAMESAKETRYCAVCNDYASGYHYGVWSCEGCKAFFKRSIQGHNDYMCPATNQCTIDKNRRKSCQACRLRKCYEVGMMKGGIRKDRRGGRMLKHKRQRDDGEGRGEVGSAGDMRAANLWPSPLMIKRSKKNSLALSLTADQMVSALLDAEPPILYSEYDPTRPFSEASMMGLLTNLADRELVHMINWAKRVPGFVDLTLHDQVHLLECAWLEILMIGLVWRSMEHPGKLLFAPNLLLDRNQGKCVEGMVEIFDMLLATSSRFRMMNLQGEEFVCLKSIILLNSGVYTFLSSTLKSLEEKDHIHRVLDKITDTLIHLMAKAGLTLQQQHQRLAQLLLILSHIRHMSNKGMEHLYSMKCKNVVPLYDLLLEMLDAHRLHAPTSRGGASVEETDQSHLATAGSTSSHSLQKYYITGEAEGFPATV
Mac1 fbg inh – inhibitors of human CD11b/CD18 binding to fibrinogen; 0.54% of 93,000 active; P05107+P11215; K562 CD11b/CD18 adhesion to fibrinogen, ATPlite luminescence; Mn2+ added to activate the integrin; AID 1497; inhibition, % at 10 µM;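 active means primary inhibition of 50% or more at 10 µM, then 40% or more on retest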; further: some results filed as inactive read as strong as hits
Lung fibro prol – blocks proliferation of human lung fibroblasts. AID 719. LL 47 human lung fibroblast viability, ATP luminescence; hits give low values. viability, % at 10 µM. 1.1% of 85,000 active;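 active means viability at or below 50% in the single dose screen; inactive means viability above 50%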;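 further: compound exposure lasted 72 h before the ATP readout; 100% = median luminescence of untreated cell-only wells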
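Benchmarks: Cell-only wells, no compound | Test system: LL 47 human lung fibroblasts, passage 12 or lower | Input: 1,150 cells/well | Measured by: CellTiter-Glo luminescence measuring cellular ATP | Medium: IMEM, 15% FBS supplement | Schedule: Overnight attachment after seeding, then 72 h compound exposure at 37 °C | Doses: Compound addition at 0.1% DMSO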
ERa SRC1 inh – ER-alpha (human) coactivator binding inhibition. AID 629. inhibition, % at 25.6 µM. TR-FRET ER-alpha LBD / SRC-1 peptide, estradiol-bound. 1.7% of 86,000 active. P03372; in the data active means inhibition above about 50%;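 further: 0% = receptor plus peptide control and 100% = peptide only without receptor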
HUVEC inhibit – human endothelial cell proliferation inhibition. HUVEC proliferation, CellTiter-Glo luminescence, 72 h; hits give low values. viability, % at 10 µM (by protocol). 1.1% of 86,000 active. AID 648;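 active means viability at or below 30%; inactive means viability above 30%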;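 further: 100% = median luminescence of DMSO-only cell control wells on each plate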
* = called active by the depositor; nt = no result given; [ ] = another dose, or the depositor's remark.

Results follow in this order: CYP2C19 inhib	H69AR growth 86K	CYP2C19 activ	Mac1 fbg enh	ERa coact pot	Mac1 fbg inh	Lung fibro prol	ERa SRC1 inh	HUVEC inhibit
> CC(=O)Nc1ccc(OCC(O)Cn2cnc3ccccc32)cc1 (stereo not drawn)
  18.6	89.1	0.8	nt	636.3*[fluorescence artefact?]	nt	108.2	-5.4	92.3
> COc1ccccc1NC(=O)C(=O)N/N=C(\C)CC(=O)Nc1ccc(OCc2ccccc2)cc1
  30.2	nt	0.7	2.2	nt	4.5	nt	nt	nt
> Cc1cccc(N2CC(C(=O)OCC(=O)c3ccc(OC(=O)c4cccs4)cc3)CC2=O)c1C (stereo not drawn)
  71.0*	nt	0.3	3.3	nt	4.0	nt	nt	nt
> CC(C)N(CCCNC(=O)CC1Oc2ccccc2NC1=O)Cc1ccccc1 (stereo not drawn)
  -2.8	90.5	1	-0.7	113.0	-0.7	94.7	-5.0	90.9
> CCn1cc(C(=O)NCc2ccc(Cl)cc2)c(=O)c2cc(S(=O)(=O)N3CCOCC3)ccc21
  -16.7	29.9*	1.2	1.9	66.5[fluorescence artefact?]	4.3	90.2	16.0	86.1
> COc1ccc(N2C(=O)CCC(C(=O)c3ccccc3)=C2C)cc1
  94.9*	98.3	0.1	-1.6	112.7	5.7	103.7	-13.6	101.8
> CN(C)CCNC(=O)c1ccc(-c2nn(C)c(=O)c3ccccc23)cc1
  -5.0	99.0	1.1	-2.8	93.4	-33.5	93.7	-4.5	82.5
> O=C(COC(=O)CCC1CCCCC1)Nc1ccc(OC(F)F)cc1
  17.9	nt	0.8	-2.3	nt	-1.5	nt	nt	nt
> OC(CSc1c(Cl)cccc1Cl)CN1CCN(c2ccc(F)cc2)CC1 (stereo not drawn)
  36.1	nt	0.6	-0.9	nt	16.4	nt	nt	nt
> Cc1ccccc1CS(=O)(=O)Cc1ccc(C(=O)NCC2CCCO2)o1 (stereo not drawn)
  15.7	95.3	0.8	-1.2	119.3	2.2	98.3	7.3[fluorescence artefact?]	89.6
> CCCCOc1ccc(NC(=O)CSc2nnnn2C)cc1
  -23.3	92.8	1.2	-0.1	97.6	-3.7	96.8	1.8	86.5
> O=C1CC(=C(c2ccccc2)c2ccccc2)C(=O)N1CCCN1CCN(c2cccc(Cl)c2)CC1
  9.1	nt	0.9	0.0	nt	-5.1	nt	nt	nt
> CC(=O)Nc1cccc(-c2nnc(-c3ccccc3)o2)c1
  33.7	85.8	0.7	-0.4	98.5	-17.7	98.8	-20.5	105.3
> CCCC(=O)Nc1cccc(-c2cn3ccsc3n2)c1
  -11.8	nt	1.1	-3.2	nt	-9.8	nt	nt	nt
> COc1ccc(CCNc2oc(-c3ccccc3OC)nc2C#N)cc1OC
  98.2*	75.2	0	0.7	102.1	1.4	100.4	-3.9	85.3
> Cc1cc(C(=O)NCc2cc(C)n(C)n2)sc1-c1ccccc1
  59.4*	95.1	0.4	-0.1	89.0	10.6	94.8	-16.7	90.5
> CCc1cc2cc(C(=O)Nc3ccccc3F)sc2s1
  -21.8	105.5	1.2	5.2	152.0	-22.9	99.8	-24.9	94.3
> COc1ccc(CCn2c(=N)c(C(=O)NCc3ccco3)cc3c(=O)n4cccc(C)c4nc32)cc1
  25.7	60.6	0.7	0.2	92.3[fluorescence artefact?]	-5.2	93.1	65.7*[fluorescence artefact?]	76.6
> Cn1c(Cn2c(=O)sc3ccccc32)nnc1SCC(=O)N1CCN(c2ccccc2)CC1
  nt	94.3	nt	nt	87.4	nt	107.0	-8.2[fluorescence artefact?]	92.9
> CC(=O)c1ccc(N2C(=O)[C@@H]3C(CCC(N)=O)NC4(C(=O)Nc5c4ccc(Cl)c5C)[C@@H]3C2=O)cc1 (stereo partly drawn)
  -3.9	96.9	1	2.1	137.8	-1.7	91.4	9.9	87.1

Structures above with two or more sulfur atoms:
Results follow in this order: CYP2C19 inhib	H69AR growth 86K	CYP2C19 activ	Mac1 fbg enh	ERa coact pot	Mac1 fbg inh	Lung fibro prol	ERa SRC1 inh	HUVEC inhibit
> CCc1cc2cc(C(=O)Nc3ccccc3F)sc2s1
  -21.8	105.5	1.2	5.2	152.0	-22.9	99.8	-24.9	94.3
> Cn1c(Cn2c(=O)sc3ccccc32)nnc1SCC(=O)N1CCN(c2ccccc2)CC1
  nt	94.3	nt	nt	87.4	nt	107.0	-8.2[fluorescence artefact?]	92.9

Retrieved by structure from the entries so far (2):
Results follow in this order: CYP2C19 inhib	H69AR growth 86K	CYP2C19 activ	Mac1 fbg enh	ERa coact pot	Mac1 fbg inh	Lung fibro prol	ERa SRC1 inh	HUVEC inhibit
> CC(C)N(CCCNC(=O)CC1Oc2ccccc2NC1=O)Cc1ccccc1 (stereo not drawn)
  -2.8	90.5	1	-0.7	113.0	-0.7	94.7	-5.0	90.9
> CC(=O)Nc1cccc(-c2nnc(-c3ccccc3)o2)c1
  33.7	85.8	0.7	-0.4	98.5	-17.7	98.8	-20.5	105.3

Returning to the listing, repeating the 7 entries before the break.
Results follow in this order: CYP2C19 inhib	H69AR growth 86K	CYP2C19 activ	Mac1 fbg enh	ERa coact pot	Mac1 fbg inh	Lung fibro prol	ERa SRC1 inh	HUVEC inhibit
> CCCC(=O)Nc1cccc(-c2cn3ccsc3n2)c1
  -11.8	nt	1.1	-3.2	nt	-9.8	nt	nt	nt
> COc1ccc(CCNc2oc(-c3ccccc3OC)nc2C#N)cc1OC
  98.2*	75.2	0	0.7	102.1	1.4	100.4	-3.9	85.3
> Cc1cc(C(=O)NCc2cc(C)n(C)n2)sc1-c1ccccc1
  59.4*	95.1	0.4	-0.1	89.0	10.6	94.8	-16.7	90.5
> CCc1cc2cc(C(=O)Nc3ccccc3F)sc2s1
  -21.8	105.5	1.2	5.2	152.0	-22.9	99.8	-24.9	94.3
> COc1ccc(CCn2c(=N)c(C(=O)NCc3ccco3)cc3c(=O)n4cccc(C)c4nc32)cc1
  25.7	60.6	0.7	0.2	92.3[fluorescence artefact?]	-5.2	93.1	65.7*[fluorescence artefact?]	76.6
> Cn1c(Cn2c(=O)sc3ccccc32)nnc1SCC(=O)N1CCN(c2ccccc2)CC1
  nt	94.3	nt	nt	87.4	nt	107.0	-8.2[fluorescence artefact?]	92.9
> CC(=O)c1ccc(N2C(=O)[C@@H]3C(CCC(N)=O)NC4(C(=O)Nc5c4ccc(Cl)c5C)[C@@H]3C2=O)cc1 (stereo partly drawn)
  -3.9	96.9	1	2.1	137.8	-1.7	91.4	9.9	87.1
> Cc1cccc(C(=O)NNS(=O)(=O)c2ccccc2[N+](=O)[O-])c1
  nt	87.8	nt	nt	111.9	nt	102.0	-5.9	94.8
> O=C(Cc1cccs1)Nc1ccc(-c2nc3ccccc3[nH]2)cc1
  3.2	nt	1	2.8	nt	-2.1	nt	nt	nt
> CCOC(=O)c1sc(NC(=O)CNC(=O)Cn2cnc3sc(C)c(C)c3c2=O)nc1C
  15.1	99.8	0.8	18.3	225.8*	5.2	98.3	48.0	81.3
> COc1ccc(C(=O)/C(C)=N/O)cc1OC
  11.8	84.1	0.9	1.5	119.8	-17.6	108.0	-1.6	90.6
> COc1ccc(S(=O)(=O)N(CC(=O)NC2CC2)C2CCCCC2)cc1Cl
  59.4*	95.8	0.4	4.6	102.0	-7.3	98.3	0.7	95.1
> COc1ccc(CNC(N)=O)cc1
  nt	94.0	nt	nt	104.1	nt	107.8	-13.2	96.3
> Cc1ccc(C(=O)Nc2c3c(nn2C(C)(C)C)CS(=O)(=O)C3)cc1C
  98.8*	105.0	0	-0.7	110.8	-24.9	100.2	7.7	94.7
> CC(C)(C)C(=O)[C@H]1[C@H](c2ccccc2)[C@@]2(N=C(c3ccccc3)OC2=O)C2c3ccccc3C=NN21 (stereo partly drawn)
  52.9*	84.5	0.5	nt	79.6	nt	96.5	5.2	91.9
> CCOc1ccc(NC(=O)CN(C)CC(=O)NC2CCCc3ccccc32)cc1OCC (stereo not drawn)
  22.7	73.2	0.8	0.6	115.6	7.7	93.6	-5.8	104.4
> COc1ccc(C(=O)Nc2ccccc2NC(=O)c2ccco2)cc1OC
  -3.6	83.0	1	0.9	92.6	-6.8	94.1	-5.2	95.5
> Cc1cc(Cl)ccc1OC(C)c1nnc(N)s1 (stereo not drawn)
  60.7*	93.2	0.4	-0.5	106.8	5.6	94.6	8.2[fluorescence artefact?]	78.1
> Brc1ccc(CN2CCN(c3ccccn3)CC2)s1
  99.0*	103.0	0	0.0	109.8	2.7	91.7	-4.7	106.7
> CCC(CC)C(=O)Nc1cccc(-c2nc3ccccc3o2)c1
  58.6*	80.3	0.4	8.6	103.6	7.1	111.4	-6.3	91.0
> CC(=O)N1CCC(N(C(=O)Nc2c(F)cccc2F)C(C)C)CC1
  -16.5	103.9	1.2	0.0	101.7	-6.0	94.5	-7.7	107.0
> COc1ccc(NC(=O)CCS(=O)(=O)c2cccc3nonc23)c(OC)c1
  44.5	101.7	0.6	0.1	112.8[fluorescence artefact?]	3.1	99.4	-14.8	103.9
> O=C(Cn1nnc(-c2cccs2)n1)N1CCc2ccccc2C1
  19.0	82.8	0.8	-2.5	119.3	-4.9	94.9	3.4	87.2
> COc1ccc(C2=NOC(C(=O)NCc3cccs3)C2)cc1 (stereo not drawn)
  27.1	72.2	0.7	1.4	113.5	-18.6	96.2	-1.4	54.1

Assay outcomes deposited in PubChem BioAssay by several laboratories.
